# DSG3 Ab inh: inhibitors of pemphigus antibody binding to human desmoglein-3 | P32926 | DSG3-coupled beads, scFv-anti-DSG3-GFP binding, flow cytometry; hits give low values | AID 588358 | binding (percent of control), % at 10 µM | 310,000 compounds, 0.48% hits;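 active means binding more than 3 SD below its plate's average and above zero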;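 further: hits lower antibody fragment binding to DSG3; some compounds called inactive have numbers as strong as hits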
# MOR-DOR ag: agonists of human mu-delta opioid receptor heterodimerization | activation, % at 9.3 µM | P35372+P41143 | 340,000 compounds, 0.3% hits | cells, OPRM1-OPRD1 heterodimerization, luminescence | AID 504326; in the data active means activation above about 18%;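 further: 0% = vehicle-treated cells and 100% = reference agonist; values of inactives mirror those of a sister screen read the other way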
# Target sequence (P35372 whole entry, looked up): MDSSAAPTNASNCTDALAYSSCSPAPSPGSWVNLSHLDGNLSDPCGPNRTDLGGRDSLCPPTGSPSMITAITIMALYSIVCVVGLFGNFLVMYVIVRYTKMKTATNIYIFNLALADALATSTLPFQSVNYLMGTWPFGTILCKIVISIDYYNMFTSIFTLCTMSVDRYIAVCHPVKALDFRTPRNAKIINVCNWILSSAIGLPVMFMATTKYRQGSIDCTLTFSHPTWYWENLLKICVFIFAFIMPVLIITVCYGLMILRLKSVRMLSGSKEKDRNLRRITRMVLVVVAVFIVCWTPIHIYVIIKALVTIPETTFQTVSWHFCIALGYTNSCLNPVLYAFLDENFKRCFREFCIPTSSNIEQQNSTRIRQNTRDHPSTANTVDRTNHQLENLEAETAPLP
# Target sequence (P41143 whole entry, looked up): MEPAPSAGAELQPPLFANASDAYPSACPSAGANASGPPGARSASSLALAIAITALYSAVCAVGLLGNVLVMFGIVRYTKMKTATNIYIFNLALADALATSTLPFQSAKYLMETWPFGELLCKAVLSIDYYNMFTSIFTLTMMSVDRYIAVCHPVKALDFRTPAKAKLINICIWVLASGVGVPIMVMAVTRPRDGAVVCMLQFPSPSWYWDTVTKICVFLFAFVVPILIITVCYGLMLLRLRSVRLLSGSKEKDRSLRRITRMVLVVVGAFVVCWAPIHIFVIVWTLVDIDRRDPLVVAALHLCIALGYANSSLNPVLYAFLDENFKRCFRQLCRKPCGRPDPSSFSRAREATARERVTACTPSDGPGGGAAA
# Wnt act: activators of Wnt/beta-catenin signaling. 300,000 compounds, 1.2% hits. Wnt/beta-catenin reporter cell assay, activator, plate reader. activation, % at 9.35 µM; in the data active means activation above about 30%, passing the limit was not always enough;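 further: 0% = neutral control wells and 100% = positive control wells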
# V-ATPase pH: alters yeast V-ATPase proton transport; S. cerevisiae, pHLuorin cytosolic pH fluorescence; response, % at 10 µM; 350,000 compounds, 0.37% hits; AID 504577; in the data active means response mostly above about 7.3%, no sharp cut-off; inactive means mostly below about 5.4%; further: actives read high; inactives centre near 0; some compounds called inactive have numbers as strong as hits; reference of the scale not given here
# RTF Ca sens act: cardiac RTF calcium sensitization; activation, % at 7.2 µM; AID 493008; IANBD-labeled TnC RTF fluorescence at EC20 calcium; 0% EC20 calcium, 100% full calcium; P19429+P45379; 340,000 compounds, 0.24% hits;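 active means activation above the mean over all tested compounds plus 3 SD, cut at about 30% in these data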;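 further: rise in fluorescence read as greater calcium sensitivity of cardiac thin filaments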
# MOR-DOR inv ag: mu-delta opioid heterodimer inverse agonism; cell-based MOR-DOR heterodimer luminescence; inhibition, % at 9.3 µM; 340,000 compounds, 0.21% hits; AID 504357; in the data active means inhibition above about 22%, passing the limit was not always enough;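 further: 0% = cells with DMSO and 100% = wells without cells with DMSO; values of inactives mirror those of a sister screen read the other way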
# Cardiac RTF inh: cardiac RTF calcium desensitization | P19429+P45379 | IANBD-labeled cardiac RTF, Ca2+ fluorescence | inhibition, % at 7.15 µM | 340,000 compounds, 0.12% hits;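 active means inhibition above the mean inhibition of all tested compounds plus 3 SD, cut at about 17% in these data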;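 further: assay run at fixed EC70 calcium of 1.6 mM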
# Arr AP2 block: inhibitors of human beta-arrestin and AP2 interaction; inhibition, % at 10 µM; 340,000 compounds, 0.31% hits; FITC-arrestin peptide / GST-AP2 beads, flow cytometry; AP2 beta2 appendage carries R879A mutation; AID 504490;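 active means inhibition above a set limit, near 3 SD of compounds lacking own fluorescence, cut at about 54% in these data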;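 further: plate controls were DMSO wells for no effect and 5 µM unlabelled arrestin peptide for full effect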
#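 System: GST-AP2 R879A bound to glutathione beads, E. coli-expressed. Also added: 50 nM FITC-arrestin peptide. Schedule: compound with beads 12 min RT, then probe 1 h RT. Signal: bead flow cytometry, FITC channel. Read-out basis: percent response.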
# LANA DNA inh: blocks KSHV LANA C-terminal domain binding to DNA; MBP-C-LANA/FAM-LBS DNA binding, fluorescence polarization; inhibition, % at 9 µM; 340,000 compounds, 0.078% hits; AID 504423;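 active means highest replicate inhibition at or above 60% at 9 µM, even if other replicates fall short; inactive means all replicates below 60% inhibition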;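 further: 0% = neutral control wells and 100% = 4 µM acridine orange control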
# Keap1-Nrf2 PPI: inhibitors of human Keap1-Nrf2 protein-protein interaction. Keap1 Kelch-Nrf2 peptide fluorescence polarization, 1536-well. AID 504523. inhibition, % at 9.4 µM. 340,000 compounds, 0.15% hits. Q14145; in the data active means inhibition above about 12%;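 further: human Keap1 Kelch domain with fluorescein labeled Nrf2 9mer peptide probe; 0% = neutral control wells and 100% = peptide positive control; higher means more block of Keap1 binding to Nrf2 peptide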
# Active calls of the source: *; · = no result given.
SMILES,DSG3 Ab inh,MOR-DOR ag,Wnt act,V-ATPase pH,RTF Ca sens act,MOR-DOR inv ag,Cardiac RTF inh,Arr AP2 block,LANA DNA inh,Keap1-Nrf2 PPI
COc1ccc(/C=C(/NC(=O)c2ccccc2)C(=O)NC2CCS(=O)(=O)C2)cc1 (centres undefined),80,-0.4,0,2,-4,3,-7,1,-0.9,2
OC[C@@H]1[C@@H](c2ccc(Cl)cc2)C(c2cccc(Cl)c2)=NN1c1ccccc1,107,1.4,-4,-14,-3,-7,-6,-11,1.3,-4
COC(=O)Cc1cc(=O)n2[nH]c(C)c(-c3ccccc3)c2n1,100,-1.0,·,0,6,6,-3,-5,2.1,-4
Cc1cccc(NC(=S)N2CCC(N(C)CC3CCCO3)CC2)c1C (centres undefined),94,-1.3,·,8,3,7,-4,2,0.1,-2
O=C(OCc1cc([N+](=O)[O-])cc2c1OCOC2)c1ccc2ccccc2n1,·,2.0,-2,-3,13,-9,2,-4,1.0,-2
NC(=O)NC(=O)COC(=O)/C=C/c1cccc(Br)c1,95,-2.0,-1,3,3,10,-6,13,-1.5,-6
Cc1ccccc1NS(=O)(=O)c1ccc(OCC(=O)N2CCCC2)cc1,·,-3.0,·,2,3,13,-2,0,3.3,-3
COC(=O)c1c(NC(=O)c2nc3ccccc3s2)sc2c1CC(C)(C)NC2(C)C,100,0.3,5,-1,2,-2,-1,13,0.5,0
COc1cc(OC)c(OC)cc1/C=C1\SC(N2CCCCC2)=NC1=O,102,-5.8,1,0,0,26,-1,27,-3.1,-6
CC1CCC2(CC1)NC(=O)N(CC(=O)Nc1ccc3c(c1)OCCCO3)C2=O (centres undefined),·,-4.3,-5,-5,-7,17,-5,13,1.4,5
CCn1ncc([N+](=O)[O-])c1C(=O)Nc1nc2cccc(C)c2s1,100,-0.5,2,-2,-3,3,-1,·,-1.8,2
CCCCC(=O)Nc1nnc(SCC(=O)NC2CCCC2)s1,·,-0.1,-3,-3,1,0,-7,14,-0.6,-1
Cn1c(-c2ccc(Br)o2)nc2ccccc21,114,-2.2,27,3,-4,10,2,7,-0.8,1
Fc1cccc(F)c1-c1nc(-c2ccncc2)no1,88,-1.1,14,3,2,6,-7,5,2.7,-3
CC1(C(=O)O)COC(c2ccc([N+](=O)[O-])cc2)OC1 (centres undefined),102,-1.1,-2,-6,-5,6,4,13,0.8,1

# Copied from the list:
# V-ATPase pH with COC(=O)Cc1cc(=O)n2[nH]c(C)c(-c3ccccc3)c2n1 : 0
# MOR-DOR ag with COc1cc(OC)c(OC)cc1/C=C1\SC(N2CCCCC2)=NC1=O : -5.8

# The results go on.
SMILES,DSG3 Ab inh,MOR-DOR ag,Wnt act,V-ATPase pH,RTF Ca sens act,MOR-DOR inv ag,Cardiac RTF inh,Arr AP2 block,LANA DNA inh,Keap1-Nrf2 PPI
CCOC(=O)c1[nH]nc2c1C(=O)N(CC)C2=O,96,-1.1,·,-1,-1,6,0,8,-0.6,-3
C=CCn1c(=NC(=O)C2CC2)sc2cc(NC(C)=O)ccc21,100,-3.1,5,5,0,16,-2,0,-1.4,-8
CN1C(=O)c2ccc(NC(=O)c3c(F)c(F)c(F)c(F)c3F)cc2C1=O,105,1.7,·,-2,-1,-9,-8,10,1.0,-6
COc1cc(-c2cc(N)n(S(=O)(=O)c3ccccc3)n2)cc(OC)c1OC,97,-3.1,0,-3,-4,16,2,6,0.4,1
c1cc2c3c(cccc3c1)NC1(CCC3(CC1)Nc1cccc4cccc(c14)N3)N2,86,17,-6,1,1,-75,-6,37,0.9,-4
Cc1cc(Br)ccc1NC(=O)CNC(=O)CN1C(=O)NC2(CCCCCC2)C1=O,88,-0.8,·,4,3,5,5,0,1.5,-4
Cc1cccc(NC(=O)Nc2ccc3c(c2)CCC3)c1,108,6.8,22,0,0,-27,-1,-1,1.0,-3
COc1ccccc1CN(C)CC(=O)NC1CCCc2ccccc21 (centres undefined),86,1.7,-2,1,-8,-11,-10,6,-0.7,-4
Cc1ccc(C(=O)OCC(=O)N(C)C2CCS(=O)(=O)C2)cc1S(=O)(=O)N1CCCCC1 (centres undefined),101,0.2,-5,1,5,-1,-5,10,-1.2,-1
Cc1cccc(N(Cc2cc3ccccc3[nH]c2=O)C(=O)c2ccco2)c1C,96,-2.1,·,-2,-4,10,-6,27,4.9,6
CCCOc1ccc(-c2c(C(=O)N/N=C/c3ccccc3)nnn2-c2nonc2N)cc1,105,-0.5,-2,0,8,2,-2,8,-0.7,-5
COc1ccc(C(=O)C2CCCN(C3Cc4ccccc4C3)C2)c(OC)c1 (centres undefined),103,0.2,-2,-1,4,-1,-2,7,1.0,-5
CCCCN(C(=O)c1cc2ccccc2o1)c1c(N)n(CC(C)C)c(=O)[nH]c1=O,126,-2.8,·,-2,-11,15,-24,-2,-0.4,-7
C=CCN1C(=O)c2ccc(C(=O)N3CCC(C(=O)OCC)CC3)cc2C1=O,·,-0.9,0,3,-3,6,-15,-5,-1.3,-3
COc1ccc(C(=O)NC(=S)Nc2cc3oc4ccccc4c3cc2OC)cc1,100,1.1,3,-1,-5,-7,-5,9,1.6,-2
CCOc1ccc(C(C)(C)C)cc1S(=O)(=O)n1nc(C)cc1C,·,0.4,-8,4,2,-2,-2,-2,-2.1,-1
COc1ccc(-c2cc(C(F)(F)F)nc(SCC(=O)NCc3cnn(C)c3C)n2)cc1OC,85,-2.3,-3,1,-3,12,4,1,1.8,4
CCc1ccc(C(=O)N/N=C(\C)c2cccnc2)s1,101,1.2,11,2,-1,-8,-5,35,0.3,-1
O=C(CN1CCN(S(=O)(=O)c2ccc(Cl)s2)CC1)NCc1ccc(Cl)cc1,110,-0.1,-6,-2,1,0,-9,0,-1.4,-3
COc1ccccc1-n1cnc2cc(C(=O)N3CCOCC3)ccc21,104,-2.4,0,0,1,13,-14,-2,-0.1,-1
COc1ccc(C(=O)Nc2ccc3nc(N4CCN(C)CC4)cc(C)c3c2)c(OC)c1,95,-0.4,2,1,-5,2,-5,-10,7.4,-1
CCCCn1c2c(c3ccccc31)CCc1nonc1-2,101,4.0,-2,-9,-1,-24,-10,5,-0.5,-5
Cc1c(NC(=O)c2ccc(CN3CCc4ccccc4C3)cc2)c(=O)n(-c2ccccc2)n1C,96,-1.5,-5,1,7,8,-18,-8,-0.4,-5
CCOC(=O)CNC(=O)CSc1ccc2nnc(-c3ccc(F)cc3)n2n1,98,-0.4,-1,1,1,2,-9,-10,-0.2,3
COC(=O)c1ccccc1NC(=O)c1noc2c1CC(C(C)(C)C)CC2 (centres undefined),104,1.0,·,2,-5,-5,-4,0,-1.6,-5
O=C(OCc1ccc(F)cc1Cl)c1ccccn1,98,-1.0,0,0,9,6,1,21,-0.5,0
O=C(Nn1c(-c2ccccc2)nc2ccccc2c1=O)c1ccc([N+](=O)[O-])cc1,110,0.5,-3,3,6,-3,-12,-4,2.8,-3
CCc1c(C)sc(NC(=O)CSc2nc3c(c(C(F)(F)F)n2)CCc2ccccc2-3)c1C#N,89,-1.1,-5,0,-4,6,-1,0,-1.2,0
Cc1cc(=O)oc2c3c(cc(OCC(=O)NCCC(=O)O)c12)OC(C)(C)CC3,102,-1.3,-1,-1,4,6,-11,8,-0.2,-9
CCOc1ccc(/C=C2\CCC(C3CCCC3)C2=O)cc1OC (centres undefined),94,2.4,22,-2,-7,-12,-12,59*,1.0,-3
FC(F)Oc1ccc(NC(=S)NCCc2ccccn2)cc1,105,-3.8,2,1,3,20,-8,20,-0.9,-1
CCN(CC(=O)Nc1ccc(NC(C)=O)cc1)C(=O)Cc1ccc(Cl)c(Cl)c1,·,0.7,0,1,-4,-4,-6,-9,-1.3,0
CCCNC(=O)c1nc(C)n(-c2cc(Cl)cc(Cl)c2)n1,100,-1.6,-3,0,-1,9,-1,-1,-0.3,-7
O=S(=O)(c1ccc(Cl)s1)N1CCN(c2ncccn2)CC1,·,-0.3,1,-2,0,2,-4,0,-0.1,-3
Cc1ccc2c(c1)N(CC(=O)Nc1c(C)cccc1C)C(=O)c1cccnc1O2,·,-3.3,0,3,-2,17,-2,8,0.8,-1
CCC(=O)c1c[nH]c(C(=O)N2CCOCC2)c1,104,-1.4,-2,-8,-3,8,-3,10,0.9,-1
O=[N+]([O-])c1cccc(CN2CCC(Cc3ccccc3)CC2)c1,120,8.1,-1,3,-10,-39,-9,-3,-1.7,5
O=C(O)c1cccc(NC(=O)c2cn(-c3ccccc3)nc2-c2ccncc2)c1,91,0.4,-3,-2,4,-3,-7,-2,-0.6,-5
Cc1cccc(NC(=O)Nc2cccc3ccccc23)c1,100,-1.0,1,-3,-2,5,2,-9,-0.1,3
Cc1oc2cc(O)ccc2c(=O)c1-c1ccccc1,89,-1.8,3,-2,0,9,-8,-10,0.6,-1
O=C(N/N=C/c1ccccn1)c1cc(-c2ccc3ccccc3c2)n[nH]1,105,8.1,5,11,-1,-41,-23,24,1.2,3
Cc1ccc(CCN2CC(C(=O)NC3CCCC3)CC2=O)cc1 (centres undefined),102,0.7,·,-5,4,-4,-1,8,1.1,-3
O=C(Cc1c[nH]c2ccccc12)Nc1nccs1,95,-0.8,-1,3,1,5,-1,-3,2.4,-1
COc1ccc(CN(CCC(c2ccccc2)C2CCOC(C)(C)C2)C(C)=O)cc1 (centres undefined),87,-2.5,-3,-2,-9,13,0,30,0.8,1
O=C(CN1CCOCC1)NN=C(c1ccccc1)c1ccccc1,98,-1.8,-1,-4,1,9,7,-6,-1.0,-2
Cc1cc(/C=N/NC(=O)C(O)(c2ccccc2)c2ccccc2)c(C)n1-c1ccccc1,82,-2.5,-4,1,-1,16,0,-1,0.5,-3
CCOC(=O)c1ccc(N2C(=O)CC(N3CCC(O)(c4ccc(Br)cc4)CC3)C2=O)cc1 (centres undefined),99,0.3,·,-2,-3,-2,-1,-9,-1.7,-2
CCC1CCCCN1CCCNC(=O)Cn1cc2c(n1)-c1c(oc(C(=O)N3CCCC3)c1C)CC2 (centres undefined),100,0.0,1,-3,-1,0,-2,-4,1.1,-5
Cc1ccc(C)n1Cc1ccc(C(=O)O)cc1,68*,-0.8,·,0,-35,4,71*,-1,114*,-4
Cc1cccc(C(=O)NNC(=O)c2ccccc2O)c1,142,-4.0,4,-1,0,20,-6,-3,0.0,2
O=C(COC(=O)C1(c2ccccc2F)CCCC1)N1CCOCC1,106,-3.0,·,0,2,13,4,-5,-2.2,1
Cc1cc(Cl)c(S(=O)(=O)NC2CCCCC2)cc1OCC(=O)Nc1nncs1,109,-0.5,·,-3,-3,2,-2,0,-0.6,1
CCSC1=NCCN1C(=O)c1ccc(S(=O)(=O)N(C)C)cc1,97,0.8,-1,1,-5,-4,-3,-5,-0.1,-3
C/C(=N\O)c1ccc(N2C(=O)C3CC=C(Cl)CC3C2=O)cc1 (centres undefined),107,-2.3,59*,1,1,10,-3,20,-0.6,0
